PTHR1 ag: agonists of human PTHR1 parathyroid hormone receptor | Q03431 | HEK293 GP2 PTHR1 cells, GloSensor cAMP luminescence, 1 h | Potency, µM (top dose mostly 115 µM), for inactives: top-dose activation, actives largely listed as activators | hit rate 0.075% among 410,000 | AID 743266; also: nearly all actives have a fitted effect of over 55% in size; some results filed as inactive show a strong effect at the top dose; inactives centre near -15; many of its hits are not listed in these tables
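HEK-293-derived GP2 cells expressing PTHR1 and a GloSensor cAMP reporter, 3,000/well, plated overnight, given luciferin plus IBMX (each 0.5 mM as added) for 1 h at 37 °C, then compound for 1 h at 37 °C. Luminescence was read after 15 min at room temperature.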
EPAC1 antagonist: EPAC1 (human) antagonism; AID 720709; EPAC1 GEF assay, Rap1b-BODIPY-GDP exchange fluorescence; O95398; Potency, µM (highest dose often 115 µM), for the others: at the top dose activity change, negative = inhibition, usual class: inhibitors; hit rate 0.14% among 360,000;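 also: plate controls were vehicle for no effect and positive control for full effect; nearly all actives have a fitted effect of over 50% in size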
aSyn yeast inh: inhibitors of alpha-synuclein toxicity in yeast. Yeast expressing alpha-synuclein, growth rescue, BacTiter-Glo, 24 h. Potency, µM (titrated, usually from 46.1 µM), inactives show top-dose growth rescue (activation), hits mostly activators. hit rate 0.14% among 370,000. AID 652106; also: % of control where 0% means no effect; nearly all actives have a fitted effect of over 65% in size
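Rescue of yeast growth: cells expressing toxic alpha-synuclein, induced in galactose at OD600 0.02, incubated with compound 24 h at 30 C. ATP luminescence quantified growth; inhibitors of toxicity appear as activators.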
EPAC2 ag: EPAC2 (human) agonism. Potency, µM (series often up to 154 µM), for inactives: at the highest dose activation, actives largely listed as activators. EPAC2 activation, biochemical qHTS; response scale: 100% = 6.5 mM cAMP response. hit rate 0.079% among 360,000. Q8WZA2; also: nearly all actives have a fitted effect of over 50% in size
Target sequence (Q8WZA2 whole entry, looked up): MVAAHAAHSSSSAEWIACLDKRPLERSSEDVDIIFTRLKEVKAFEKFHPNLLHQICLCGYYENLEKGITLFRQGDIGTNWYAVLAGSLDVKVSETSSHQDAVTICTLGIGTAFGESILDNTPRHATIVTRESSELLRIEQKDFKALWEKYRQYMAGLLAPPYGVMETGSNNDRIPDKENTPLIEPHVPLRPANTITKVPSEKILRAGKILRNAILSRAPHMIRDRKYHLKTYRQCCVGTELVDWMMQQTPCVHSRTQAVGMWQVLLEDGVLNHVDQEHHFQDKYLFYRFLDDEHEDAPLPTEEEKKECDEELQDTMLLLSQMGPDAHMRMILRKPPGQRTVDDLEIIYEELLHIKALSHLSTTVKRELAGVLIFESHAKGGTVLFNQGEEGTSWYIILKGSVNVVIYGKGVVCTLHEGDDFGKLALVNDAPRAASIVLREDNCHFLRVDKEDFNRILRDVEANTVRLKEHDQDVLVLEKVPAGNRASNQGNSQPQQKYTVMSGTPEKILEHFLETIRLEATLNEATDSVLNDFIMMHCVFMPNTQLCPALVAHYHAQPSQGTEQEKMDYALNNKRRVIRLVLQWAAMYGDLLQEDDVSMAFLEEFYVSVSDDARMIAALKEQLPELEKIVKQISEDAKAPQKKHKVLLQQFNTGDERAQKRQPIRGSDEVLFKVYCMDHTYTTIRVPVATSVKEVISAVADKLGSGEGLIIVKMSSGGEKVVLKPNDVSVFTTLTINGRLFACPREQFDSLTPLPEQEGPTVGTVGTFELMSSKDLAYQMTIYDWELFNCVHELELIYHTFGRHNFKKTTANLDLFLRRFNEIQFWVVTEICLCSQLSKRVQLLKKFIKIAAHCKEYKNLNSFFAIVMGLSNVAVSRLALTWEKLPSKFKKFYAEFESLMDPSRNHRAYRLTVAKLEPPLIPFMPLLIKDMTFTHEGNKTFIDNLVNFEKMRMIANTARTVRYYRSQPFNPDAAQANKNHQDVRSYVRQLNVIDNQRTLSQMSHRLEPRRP
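Nucleotide exchange monitored as fluorescence drop when BODIPY-GDP leaves Rap1B. Reaction: 100 nM EPAC2, 250 nM RAP1B-BODIPY-GDP, 50 uM GDP, room temperature, kinetic read over 30 min. Activity expressed relative to 6.5 mM cAMP.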
EPAC1 agonist: agonists of human EPAC1; Potency, µM (top dose mostly 154 µM), for inactives: at the highest dose activation, most hits filed as activators; O95398; EPAC1 agonist qHTS, biochemical assay; response scale: 100% = response to 6.5 mM cAMP; hit rate 0.073% among 360,000; also: nearly all actives have a fitted effect of over 60% in size
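Normalized to 6.5 mM cAMP, activity reflects EPAC1-catalysed release of BODIPY-GDP from Rap1B, followed kinetically over 30 min at 480 nm excitation, 540 nm emission. Reaction contained 100 nM EPAC1, 250 nM Rap1B-BODIPY-GDP, 50 uM GDP.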
EPAC2 antagonist: antagonists of human EPAC2; EPAC2 GEF exchange of Rap1B-BODIPY-GDP, fluorescence; Potency, µM (top dose mostly 114 µM), without a hit: at the top dose activity, negative = inhibition, actives largely listed as inhibitors; hit rate 0.18% among 360,000; AID 720708; also: % is scaled to controls: 0 for no effect and ±100 for the full control effect; nearly all actives have a fitted effect of over 45% in size; many of its hits are not listed in these tables
FUS suppressor: FUS proteinopathy suppression in yeast; S. cerevisiae FUS-expressing, growth rescue, OD600, 24 h; Potency, µM (doses to about 76.6 µM), without a hit: top-dose growth rescue (activation), most hits filed as activators; hit rate 0.24% among 390,000; AID 1347120;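 also: plate controls were DMSO vehicle for no effect and reference control for full effect; nearly all actives have a fitted effect of over 55% in size; some results filed as inactive show a strong effect at the top dose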
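Galactose (2%) drives FUS expression in yeast precultured in raffinose; seeding density OD 0.005. Test compounds incubated 24hr at 30C and 99% humidity before absorbance at 600 nm was measured.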
TDP-43 yeast inh: TDP-43 toxicity inhibition in yeast | Potency, µM (titrated, usually from 46.1 µM), for the others: top-dose growth rescue (activation), usual class: activators | TDP-43 expressing yeast growth rescue, BacTiter-Glo, 24 h | hit rate 1.8% among 410,000; also: % of control where 0% means no effect; nearly all actives have a fitted effect of over 50% in size
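In this qHTS, compounds that restore growth of yeast expressing TDP-43 appear as activators. Cells (OD600=0.02, galactose medium, raffinose-pregrown) are incubated with compound 24 hr at 30 deg C and growth is quantified by BacTiter-Glo.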
* = called active by the depositor; i = inactive; ? = inconclusive; nt = not tested or not shown; [ ] = dose if it differs, or a comment. Calls follow the shape of the dose curve; as a rule, active = well fitted curve in the direction sought with a large enough effect; inconclusive = small, poorly fitted or top-dose-only effect, or another doubt; inactive = no such curve, though single readings can be large; an effect the other way counts as inactive or inconclusive. Potency is read from the fitted curve at half-maximal effect. The list is partial (hit frequency here may not be typical).

no.	Structure	PTHR1 ag	EPAC1 antagonist	aSyn yeast inh	EPAC2 ag	EPAC1 agonist	EPAC2 antagonist	FUS suppressor	TDP-43 yeast inh
1	CN(Cc1ccncc1)C1CC(=O)N(c2ccc(F)cc2)C1=O (configuration not stated)	i	-1%	3%	14%	6%	-2%[57.1 µM]	-24%	0%
2	CCc1nc(C)cc(N)c1OCc1ccccc1	-13%	9%	0%	9%	10%	5%	nt	0%
3	Cc1cccc(S(=O)(=O)N2C[C@@H](O)COC[C@@H]3O[C@H](CC(=O)NCCCN4CCOCC4)CC[C@H]32)c1	i	-13%	0%	-4%	3%	1%	-11%	27%
4	Cc1ccc(NC(=O)Cn2nc(C)c(S(=O)(=O)N(C)C)c2C)cc1C	i	-7%	-1%	7%	-2%	9%	-15%	6%
5	CCOC(=O)C1CCN(C(c2ccccn2)c2c(C)[nH]c3ccccc23)CC1 (configuration not stated)	-11%[57.5 µM]	1%	8%	2%	-5%	16%	14%	-18%
6	CC(C)Sc1nnc([C@H](Cc2ccccc2)NC(=O)OC(C)(C)C)o1	-8%	-28%	-2%	6%	-4%	-14%	14%	-8%
7	C[C@H](CO)N1C[C@H](C)[C@@H](CN(C)S(=O)(=O)c2cccs2)Oc2c(NC(=O)C3CC3)cccc2C1=O	i	6%	-12%	-4%	11%	-2%	3%	12%
8	Cc1[nH]n(-c2ccccc2)c(=O)c1N=Nc1ccc(C(=O)O)cc1	i	1%	1%	4%	11%	-12%	-7%	-5%
9	CCN(CC(=O)Nc1c(F)cccc1F)C(=O)c1cc(-c2cccs2)nn1-c1ccccc1	-12%	-4%	0%	6%	?	-23%	7%	-3%
10	COc1ccc(O)c(/C=c2/sc3nc4cc(C)c(C)cc4n3c2=O)c1	-2%	-10%	-7%	-4%	12%	-2%	-26%	19%
11	CC(=O)Nc1ccc(-c2ccnc3c2CC(C)(C(=O)NCCc2ccccc2)O3)cc1 (configuration not stated)	-5%	13%	-5%	2%	-14%	5%	4%	-10%
12	CCCC(=O)Nc1ccccc1NC(=O)c1ccc(OC(C)=O)cc1	i	-1%	-1%	12%	1%	3%	4%	-15%
13	CC(Oc1ccc2c3c(c(=O)oc2c1)CCCC3)C(=O)NCc1ccncc1 (configuration not stated)	i	-3%	3%	7%	14%	3%	14%	-2%
14	CC(C)C(C)(C#N)NC(=O)CSc1nnc(-c2ccccc2)o1 (configuration not stated)	-24%[57.5 µM]	23%	-3%	8%	-2%	20%	10%	-10%
15	CC1CCN(S(=O)(=O)c2cccc(C(=O)Nc3ccccn3)c2)CC1	-9%	0%	8%	14%	11%	-3%	18%	5%
16	c1ccc(OCc2nnnn2-c2ccccc2)cc1	-36%[inhibitor]	-10%	-7%	0%	2%	0%	22%	13%
17	COc1ccc(OCC#CCNC(C)(C)C)cc1	i	14%	0%	-9%	-1%	-2%	10%	-4%
18	Cc1ccc(NS(=O)(=O)c2cc(C(=O)OCC(=O)NCC3CCCO3)ccc2C)cc1 (configuration not stated)	i	5%	-1%	0%	-4%	5%	14%	16%
19	CCN1C[C@@H]2[C@@H]3C(=O)N(Cc4ccccc4)C(=O)[C@@H]3[C@](CC)(C(=O)OC)N2C1=NCc1ccccc1	i	-21%	0%	-1%	-14%	11%	1%	14%
20	COc1ccc(Br)cc1CN1CCCCCCC1	i	0%	2%	13%	4%	-1%	1%	-18%
21	COCCN(CC(=O)Nc1cccc(C)c1C)C(=O)Cc1ccsc1	-2%	-8%	1%	9%	6%	-1%	2%	13%
22	CCNC(=O)COC(=O)c1ccc(S(=O)(=O)N2CCCCCC2)cc1	-24%	0%	2%	0%	0%	7%	14%	6%
23	c1ccc(-c2nnc(N3CCN(c4ccccn4)CC3)c3ccccc23)cc1	-36%[inhibitor][57.5 µM]	-5%	-11%	10%	6%	-9%	?	-7%
24	O=C(CN(C(=O)c1csnn1)c1ccc(Br)cc1)NC1CCCC1	-32%	-6%	0%	14%	-2%	0%	12%	-3%
25	COC(=O)CC1C(=O)NCCN1C(=O)c1cc(OC)c(OC)cc1OC (configuration not stated)	i	-9%	-4%	11%	4%	5%	-37%	14%
26	CCOc1ccc2oc(C(=O)N3CC(C)OC(C)C3)c(C)c2c1 (configuration not stated)	-5%	-23%	3%	-7%	-12%	-1%	9%	-7%
27	CC(=O)N(c1nc(CCl)cs1)c1ccc(C)cc1C	-7%	6%	-1%	9%	0%	14%	-44%	8%
28	COc1ccc(NS(=O)(=O)c2cccc(C(=O)N3CCN(Cc4ccc5c(c4)OCO5)CC3)c2)cc1	-27%	?	5%	2%	-4%	1%	4%	13%
29	COc1ccccc1NC(=O)NNC(=O)CCc1ccccc1	-22%	-15%	-3%	-1%	-20%	17%	-5%	-4%
30	Cc1c(C(=O)NCCn2ccc3ccccc32)cccc1[N+](=O)[O-]	i	-3%	3%	3%	-10%	2%	-4%	30%
31	O=C(CCN1CCOCC1)NC1CCCN(Cc2ccccc2F)C1 (configuration not stated)	-12%	18%	-2%	5%	-2%	17%	nt	-2%
32	CC(C)CN(C(=O)COC(=O)Cc1cccc2ccccc12)c1c(N)n(Cc2ccccc2)c(=O)[nH]c1=O	i	11%	3%	-6%	-22%	16%	-12%	28%
33	O=C(OCc1c(F)cccc1Cl)c1cnccn1	i	-10%	0%	1%	7%	-3%	-8%	10%
34	Clc1cccc(-c2ccc3nccn3c2)c1Cl	-11%	-27%	1%	9%	4%	?	-10%	-2%
35	COc1ccc(-c2cn[nH]c2C)cc1	24%	-22%	13%	4%	4%	-2%	1%	16%
36	Cc1ccc(-c2cc(C(=O)Nc3ccc(S(=O)(=O)Nc4nc(C)cc(C)n4)cc3)c3ccccc3n2)cc1	i	-1%	3%	10%	-2%	-1%	7%	6%
37	COC(=O)c1ccc(-n2c(C)cc(/C=N/n3cnnc3)c2C)cc1	-12%	-7%	5%	-6%	3%	-4%	-1%	1%
38	CCCC/C(O)=C1\C(=O)CCCC1=NCCc1c(C)[nH]c2ccc(OC)cc12	i	-9%	-1%	3%	-3%	-13%	24%	28%
39	CCCN(CCC)CCCNC(=O)c1cc2cc3ccc(OC)cc3nc2o1	9%[57.5 µM]	-9%	-2%	1%	8%	-11%	8%	-22%
40	CCCCn1c(N)c(N(CC)C(=O)c2cnc(C)cn2)c(=O)[nH]c1=O	0%	-10%	-6%	11%	-4%	6%	-17%	?
41	O=C(COC(=O)Cn1cnc2ccccc2c1=O)Nc1ccccc1Sc1ccc(Cl)cc1	-92%[inhibitor]	-13%	28%	26%	-4%	-1%	nt	?
42	Nc1c(C(=O)C2CC2)sc2nc3c(cc12)CCC3	-53%[inhibitor]	-9%	-1%	6%	-8%	3%	-12%	9%
43	Cc1nn(-c2ccc(Cl)cc2)c(N)c1C(O)(CSc1nccn1C)C(F)(F)F (configuration not stated)	-50%[inhibitor]	3%	2%	7%	5%	-1%	?	-6%
44	O=C(O)c1ccc2c(c1)C(=O)N(c1ccc([N+](=O)[O-])cn1)C2=O	-90%[inhibitor]	-8%	-1%	5%	-2%	10%	-6%	11%
45	CCOc1nc(NC(=O)NS(=O)(=O)Oc2ccc(Cl)cc2)nc(-c2ccccc2)n1	i	nt	2%	nt	nt	nt	2%	?
46	COCC(=O)Nc1nnc(SCC(=O)N2C(C)CCCC2C)s1 (configuration not stated)	i	23%	-3%	12%	8%	4%	21%	3%
47	CC(C)OC(=O)/C(=C/c1ccco1)c1ccccc1	i	10%	1%	15%	-1%	-7%	15%	0%
48	CCN(CC)CC(=O)n1c2c(c3ccccc31)CCCC2	i	2%	-1%	5%	11%	9%	-5%	-4%
49	CC(C)N(C(=S)Nc1cccnc1)c1ccccc1	-2%	6%	3%	2%	4%	1%	-7%	9%
50	Cc1nc(C)n(C)c(=O)c1-c1ccccc1	i	-8%	-1%	4%	1%	8%	2%	-9%

Reformatted in transposed form: part of the list above
37: COC(=O)c1ccc(-n2c(C)cc(/C=N/n3cnnc3)c2C)cc1
38: CCCC/C(O)=C1\C(=O)CCCC1=NCCc1c(C)[nH]c2ccc(OC)cc12
39: CCCN(CCC)CCCNC(=O)c1cc2cc3ccc(OC)cc3nc2o1
40: CCCCn1c(N)c(N(CC)C(=O)c2cnc(C)cn2)c(=O)[nH]c1=O
41: O=C(COC(=O)Cn1cnc2ccccc2c1=O)Nc1ccccc1Sc1ccc(Cl)cc1
42: Nc1c(C(=O)C2CC2)sc2nc3c(cc12)CCC3
43: Cc1nn(-c2ccc(Cl)cc2)c(N)c1C(O)(CSc1nccn1C)C(F)(F)F (configuration not stated)
44: O=C(O)c1ccc2c(c1)C(=O)N(c1ccc([N+](=O)[O-])cn1)C2=O
45: CCOc1nc(NC(=O)NS(=O)(=O)Oc2ccc(Cl)cc2)nc(-c2ccccc2)n1
46: COCC(=O)Nc1nnc(SCC(=O)N2C(C)CCCC2C)s1 (configuration not stated)

Compound | 37 | 38 | 39 | 40 | 41 | 42 | 43 | 44 | 45 | 46
PTHR1 ag | -12% | i | 9%[57.5 µM] | 0% | -92%[inhibitor] | -53%[inhibitor] | -50%[inhibitor] | -90%[inhibitor] | i | i
EPAC1 antagonist | -7% | -9% | -9% | -10% | -13% | -9% | 3% | -8% | nt | 23%
aSyn yeast inh | 5% | -1% | -2% | -6% | 28% | -1% | 2% | -1% | 2% | -3%
EPAC2 ag | -6% | 3% | 1% | 11% | 26% | 6% | 7% | 5% | nt | 12%
EPAC1 agonist | 3% | -3% | 8% | -4% | -4% | -8% | 5% | -2% | nt | 8%
EPAC2 antagonist | -4% | -13% | -11% | 6% | -1% | 3% | -1% | 10% | nt | 4%
FUS suppressor | -1% | 24% | 8% | -17% | nt | -12% | ? | -6% | 2% | 21%
TDP-43 yeast inh | 1% | 28% | -22% | ? | ? | 9% | -6% | 11% | ? | 3%

47: CC(C)OC(=O)/C(=C/c1ccco1)c1ccccc1

Compound | 47
PTHR1 ag | i
EPAC1 antagonist | 10%
aSyn yeast inh | 1%
EPAC2 ag | 15%
EPAC1 agonist | -1%
EPAC2 antagonist | -7%
FUS suppressor | 15%
TDP-43 yeast inh | 0%

Source: PubChem BioAssay
